Bioassay records (PubChem)
ERG-DNA inh: qHTS for Small Molecule Inhibitors of the ERG Ets/DNA interaction. fluorescence polarization, His-ERG Ets domain / labelled DNA. Potency, µM (doses to about 76.9 µM), without a hit: top-dose FP activity, negative = inhibition, most hits filed as inhibitors. hit rate 0.028% among 370,000; active = well fitted inhibition curve with a large enough effect in the polarisation, with a control signal flat; inconclusive = small, poorly fitted or top-dose-only effect, or effect the other way, or a change in a side signal; inactive = no such curve, though single readings can be large or run the other way; the % refers to the polarisation;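 also: polarization taken with two DNA probes labelled with fluorescein and Texas red; potency is read from the fitted curve at half-maximal effect; % of control where 0% means no effect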
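His-tagged ERG Ets domain (1 uM in the protein solution; 300mM KCl, 50mM Tris-HCl, 1mM EDTA, 1mM DTT, pH 7.5) received compound, then a probe mix of 5 nM fluorescein-DNA and 100nM Texas-615-DNA. Fluorescence polarization was read for both dyes.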
BAZ2B inh: qHTS Assay for Inhibitors of BAZ2B | Bromodomain adjacent to zinc finger domain protein 2B (Homo sapiens), Q9UIF8 | hit rate 4.4% among 360,000 | Potency, µM (doses to about 114 µM), inactives show top-dose activity change, negative = inhibition, usual class: inhibitors | AlphaScreen BAZ2B-H3K14Ac peptide displacement; also: potency is read from the fitted curve at half-maximal effect; % is scaled to controls: 0 for no effect and ±100 for the full control effect; nearly all actives have a fitted effect of over 60% in size
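Compounds, titrated to a top concentration of 110 uM, were incubated 30 min at room temperature with preformed BAZ2B/acetyl-K14 H3 peptide complex (50 nM each). Proximity signal was measured by AlphaScreen after 20 min with beads.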
RGS4 inhibitor: Inhibitors of Regulator of G Protein Signaling (RGS) 4: qHTS; Potency, µM (series often up to 114 µM), without a hit: at the highest dose activity change, negative = inhibition, actives largely listed as inhibitors; Transcreener GDP fluorescence polarization, RGS4-accelerated GTP hydrolysis; hit rate 0.039% among 390,000; AID 504845, 2011; Regulator of G-protein signaling 4 (Homo sapiens), P49798; also: potency is read from the fitted curve at half-maximal effect; % is scaled to controls: 0 for no effect and ±100 for the full control effect; nearly all actives have a fitted effect of over 75% in size; some results filed as inactive show a strong effect at the top dose
Target sequence (P49798 whole entry, looked up): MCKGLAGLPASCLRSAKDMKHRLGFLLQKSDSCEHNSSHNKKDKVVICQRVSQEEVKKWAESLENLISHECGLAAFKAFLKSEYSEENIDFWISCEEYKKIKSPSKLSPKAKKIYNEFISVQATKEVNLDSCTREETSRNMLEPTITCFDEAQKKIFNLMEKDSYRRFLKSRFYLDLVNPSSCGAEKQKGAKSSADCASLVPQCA
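MLSMR compounds (23 nl, pin-transferred) preincubated 10 min at room temperature with a 500nM (2x) first reagent, then RGS4 at 900nM (2x) plus Transcreener GDP mix added; fluorescence polarization (620/688 nm) read before and after 90 min at 30 °C.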
JMJD2A Tudor inh: qHTS Assay for Inhibitors of JMJD2A-Tudor Domain | Lysine-specific demethylase 4A (Homo sapiens), O75164 | AlphaScreen JMJD2A-Tudor / H3K4me3 peptide binding | Potency, µM (series often up to 114 µM), for the others: at the highest dose activity change, negative = inhibition, actives largely listed as inhibitors | hit rate 4.4% among 390,000 | AID 504339, 2011; also: potency is read from the fitted curve at half-maximal effect; % is scaled to controls: 0 for no effect and ±100 for the full control effect; nearly all actives have a fitted effect of over 50% in size
PI4K2A block: qHTS for small molecular inhibitors of PI4K2A. activity change, negative = inhibition, % at 76.9 µM. purified PI4K2A, ADP-Glo luminescence, 1 h; hits give low values. Phosphatidylinositol 4-kinase type 2-alpha (Homo sapiens), Q9BTU6. hit rate 0.13% among 420,000. AID 1346378, 2018; in the data active = activity change below about -50%; inconclusive = mostly about -30% to -49%;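 also: -100% = wells without enzyme as full effect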
Target sequence (Q9BTU6 whole entry, looked up): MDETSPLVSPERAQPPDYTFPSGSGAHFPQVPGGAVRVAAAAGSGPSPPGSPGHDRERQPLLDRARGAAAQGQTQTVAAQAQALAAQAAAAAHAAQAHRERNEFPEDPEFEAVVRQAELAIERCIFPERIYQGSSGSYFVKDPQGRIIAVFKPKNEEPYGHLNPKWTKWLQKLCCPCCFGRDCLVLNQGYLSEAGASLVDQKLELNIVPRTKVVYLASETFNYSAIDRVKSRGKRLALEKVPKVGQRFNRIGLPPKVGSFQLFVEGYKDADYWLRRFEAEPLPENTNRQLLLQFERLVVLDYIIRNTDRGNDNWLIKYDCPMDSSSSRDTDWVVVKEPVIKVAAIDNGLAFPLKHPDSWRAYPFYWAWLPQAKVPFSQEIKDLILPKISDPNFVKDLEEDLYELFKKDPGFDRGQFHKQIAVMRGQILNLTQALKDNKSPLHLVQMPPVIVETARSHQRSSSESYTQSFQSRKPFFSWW
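ADP-Glo luminescence measured ADP generated by PI4K2A enzyme (4 ug/mL before mixing) with 1.2 mM PI substrate (pre-mix) and 300 microM ATP (pre-mix). Tris pH7.5 buffer with MgCl2, Triton X-100; 1 h reaction at ambient temperature.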
12-LOX inh: Primary qHTS assay for inhibitors of human arachidonate 12S-lipoxygenase (ALOX12): Round 2; Polyunsaturated fatty acid lipoxygenase ALOX12 (Homo sapiens), P18054; Potency, µM (highest dose often 108 µM), inactives show at the top dose activity change, negative = inhibition, hits mostly inhibitors; purified 12hLO, xylenol orange hydroperoxide absorbance; hit rate 1.1% among 580,000; also: potency is read from the fitted curve at half-maximal effect; % is scaled to controls: 0 for no effect and ±100 for the full control effect
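Purified human 12hLO at 150 nM in 25 mM Hepes, 0.01% Triton X-100, pH 7.0, preincubated 15 min at room temperature with compound. Reaction started with 40 uM arachidonic acid, 30 min at room temperature. Hydroperoxide measured by Fe-xylenol orange, 573/405 nm absorbance ratio.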
GLS inhibitor: qHTS for Inhibitors of Glutaminase (GLS); AID 624170, 2012; GLS enzymatic activity, qHTS titration; hit rate 0.21% among 410,000; Potency, µM (titrated, usually from 45.5 µM), for inactives: at the top dose activity change, negative = inhibition, most hits filed as inhibitors; Glutaminase kidney isoform, mitochondrial (Homo sapiens), O94925; also: potency is read from the fitted curve at half-maximal effect; % is scaled to controls: 0 for no effect and ±100 for the full control effect
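hKGA in 45 mM KH2PO4 (pH 8.2), 0.02% Tween-20 with compound, then 1mM L-Glutamine (stock as added) plus glutamate oxidase/HRP/Amplex red coupling mix. Fluorescence read initially and after 30 min at RT; signal change reflects glutamate formation.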
HP1b binding inh: HTS for Inhibitors of HP1-beta Chromodomain Interactions with Methylated Histone Tails. hit rate 0.56% among 390,000. Potency, µM (top dose mostly 114 µM), without a hit: at the highest dose activity change, negative = inhibition, most hits filed as inhibitors. AID 540317, 2011. Chromobox protein homolog 1 (Homo sapiens), P83916. AlphaScreen HP1-beta / biotin-H3K9me3 peptide binding; also: potency is read from the fitted curve at half-maximal effect; nearly all actives have a fitted effect of over 70% in size; inactives centre near 23
Target sequence (P83916 whole entry, looked up): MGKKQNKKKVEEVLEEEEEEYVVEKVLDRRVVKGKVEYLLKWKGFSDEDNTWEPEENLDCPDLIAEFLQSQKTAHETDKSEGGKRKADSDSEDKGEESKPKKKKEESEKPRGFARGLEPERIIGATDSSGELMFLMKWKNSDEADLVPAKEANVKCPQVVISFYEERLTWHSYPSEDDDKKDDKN
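AlphaScreen: HP1-beta (50 nM) preformed 30 min with biotin-H3(1-18)K9me3 peptide (50 nM) in PBS pH 7.4, 0.01% Tween-20. Compound added for 30 min at RT, then streptavidin donor/nickel chelate acceptor beads (10 ug/mL) for 30 min.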
G9a block: qHTS Assay for Inhibitors of Histone Lysine Methyltransferase G9a; Histone-lysine N-methyltransferase EHMT2 (Homo sapiens), Q96KQ7; G9a H3K9 monomethylation, AlphaScreen, 2 h; Potency, µM (top dose mostly 102 µM), for inactives: at the highest dose activity, negative = inhibition, hits mostly inhibitors; hit rate 8.8% among 350,000; also: potency is read from the fitted curve at half-maximal effect; % is scaled to controls: 0 for no effect and ±100 for the full control effect; nearly all actives have a fitted effect of over 75% in size
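Using a bead-based AlphaScreen, monomethylated H3K9 product from 2 h room-temperature reactions (G9a 20 nM, peptide 500 nM, SAM 20 uM) was detected with 0.5 ug/mL rabbit anti-H3K9me1 antibody.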
* = called active by the depositor; i = inactive; ? = inconclusive; . = no result given; & = joins results of further samples; [ ] = remark or other dose. Unless noted, calls follow the shape of the dose curve; as a rule, active = well fitted curve in the direction sought with a large enough effect; inconclusive = small, poorly fitted or top-dose-only effect, or another doubt; inactive = no such curve, though single readings can be large; an effect the other way counts as inactive or inconclusive. An excerpt, so the mix of outcomes need not match the whole.

SMILES	ERG-DNA inh	BAZ2B inh	RGS4 inhibitor	JMJD2A Tudor inh	PI4K2A block	12-LOX inh	GLS inhibitor	HP1b binding inh	G9a block
O=C(CN1C(=O)NC2(CCCCCCC2)C1=O)Nc1ccc(Br)cc1Br	14%	14%	-2%	5%	8	?	-9%	17%	9%[12.7 µM]
Cc1ccc(NC(=O)/C=C/c2ccco2)nc1	-5%	?	-16%	?	-4	-13%	-17%	?	9%[59 µM]
COc1cccc(CNC(=O)Cn2c(=O)oc3ccccc32)c1OC	-4%	-2%	5%	-2%	-2	-14%	-9%	46%[activator]	29%[59 µM]
O=C(Nc1nc2c(s1)CCCC2)c1cccs1	-5%	-1%	-24%	-11%	-24	-1%	17%	29%	9%[59 µM]
O=C(Nc1ccc(N2CCN(C(=O)c3ccco3)CC2)cc1)c1cc(Br)ccc1Cl	-5%	-13%	-29%	-26%	-1	-12%	23%	-7%	14%[2.33 µM]
O=C(Cn1cc(C(F)(F)F)ccc1=O)NC(c1ccccc1)c1ccccc1	0%	4%	?	-6%	3	-7%	2%	23%	6%[59 µM]
CCCOC(=O)C1[C@H]2C(=O)N(CCCOC)C[C@]23C=C[C@H]1O3 (stereo partly drawn)	5%	-1%	-13%	-31%	2	-24%	10%	-4%	12%[59 µM]
Cc1c(C(=O)O)sc(=S)n1CCOc1ccccc1	.	?	-7%	-6%	0	?	-2%	14%	-23%[59 µM]
O=C(COc1ccccc1)NNC(=O)c1ccc(Cl)cc1	4%	10%	2%	-14%	2	35%[activator]	7%	22%	-1%[12.7 µM]
Cc1ccc(-n2c(SCC(=O)Nc3cc(C)on3)nc3ccccc3c2=O)cc1	0%	-1%	-13%	-5%	3	2%	-1%	35%	-51%
CC(=O)C1=C(C)NC(=O)NC1c1ccc2c(c1)OCO2 (stereo not drawn)	0%	-5%	19%	-31%	-1	-12%	-10%	3%	9%
CC(C)Cc1cc(C(=O)Nc2ccc3c(c2)OCO3)no1	-2%	17%	-13%	7%	-7	6%	2%	28%	23%[59 µM]
COc1ccc(/C=N/N=C(\N)c2nonc2N)cc1	3%	-3%	-1%	-17%	-22	-1%	1%	27%	-4%
COc1cc(NC(=O)c2ccccc2)ccc1NC(=O)c1cc2ccccc2o1	13%&1%	1%&0%	-21%&12%	-5%&-30%	3&7	?	-6%&-1%	30%&-6%	6%
O=C(NC1CC(=O)c2sccc21)c1ccc(Cl)cc1Cl (stereo not drawn)	0%	-4%	-8%	-11%	-1	-3%	9%	31%	44%[activator][12.7 µM]
CC(C)(Cl)C1Cc2cc3ccc(=O)oc3cc2O1 (stereo not drawn)	.	5%	11%	-15%	3	4%	8%	10%	.
COc1ccccc1CNC(=O)CN1C(=O)NC(c2ccccc2)(c2ccc(C)c(C)c2)C1=O (stereo not drawn)	10%	-11%	?	-4%	1	-28%	-1%	19%	?
Cc1nc(-c2cccc(N)c2)cs1	12%	3%	-37%	?	-2	0%	12%	8%	-5%[59 µM]
CC(=O)c1c(C)[nH]c(C(=O)OCC(=O)Nc2ncc(Cl)c(C)c2Cl)c1C	0%	-39%	7%	-31%[57.1 µM]	-3	-28%	-1%	11%	22%[59 µM]
CC(Oc1cccc(Br)c1)C(=O)NNC(=O)CCS(=O)(=O)c1ccccc1 (stereo not drawn)	12%	.	18%	-1%	3	0%	-1%	52%[activator]	.
COc1ccc(C(=O)O/N=C(/c2ccccc2)c2ccncc2)cc1	-19%	-20%	25%[56.9 µM]	-16%	-4	10%	4%	34%	-22%
NNC(=O)c1nnn(-c2nonc2N)c1CN1CCCC1	-9%	?	12%	-4%	3	7%	2%	25%	?
C=CCN1C(=O)C(Cc2ccccc2Cl)SC1=Nc1ccc(C(=O)O)cc1 (stereo not drawn)	3%	-16%	12%[11.4 µM]	-12%[11.4 µM]	3	-10%	-2%	34%	9%
Cc1c(Br)c([N+](=O)[O-])nn1CC(=O)Nc1sc2c(c1C(=O)OC(C)C)CCC(C)C2 (stereo not drawn)	13%	11%	0%	-12%	5	5%	-4%	23%	28%[59 µM]
CCC(C)NC(=O)CSc1nc2ccsc2c(=O)n1NC(=O)c1ccccc1 (stereo not drawn)	12%	12%	-29%	6%	1	9%	-1%	44%	?
COc1ccc(CCN(C)C(=O)CSc2nnc(-c3ccco3)o2)cc1OC	6%	-13%	-16%	-1%	8	i	-11%	34%	45%
Cc1ccc(-n2nc3ccc(NC(=O)c4cccc([N+](=O)[O-])c4C)cc3n2)cc1	2%	14%	26%	-14%	1	-1%	?	9%	6%[59 µM]
CCN(CC1COc2ccccc2O1)C(=S)Nc1ccccc1 (stereo not drawn)	-9%	2%	2%	-7%	-4	9%	5%	31%	19%[2.33 µM]
CCc1ccc(N2C(=O)CN(Cc3cc(OC)c(OC)c(OC)c3)C2=S)cc1	.	-2%	-21%	-10%	0	-5%	7%	38%	14%[59 µM]
Cc1cc2c(cc1C)C(c1ccccc1OC(C)C)CC(=O)N2 (stereo not drawn)	0%	-26%	4%	-27%	1	-29%	-3%	12%	-8%

New compounds follow.
SMILES	ERG-DNA inh	BAZ2B inh	RGS4 inhibitor	JMJD2A Tudor inh	PI4K2A block	12-LOX inh	GLS inhibitor	HP1b binding inh	G9a block
O=C(CSCc1ccc(F)cc1)Nc1ccc(F)cc1	-10%	-2%	-6%	3%	1	-20%	-8%	51%[activator]	-8%
CC(NCc1ccccc1OC1CCCC1)c1ccccc1 (stereo not drawn)	-5%	7%	19%	-7%	3	58%[activator]	19%	24%	.
C=CCc1ccc(OCCOCCOc2cccc3ccc(C)nc23)c(OC)c1	-13%	28µM*	-8%	1.1µM*	3	?	-6%	16µM*	3.5µM*
CSc1nnc2c3ccccc3n(CCc3ccccc3)c2n1	-1%	10%	-6%	4%	-6	-12%	4%	52%[activator]	?
NC(=O)c1ccsc1NC(=O)COC(=O)Cc1ccsc1	-11%	-5%	-4%[11.4 µM]	-12%[57.1 µM]	27	12%	3%	41%[activator]	17%[59 µM]
COc1ccc(S(=O)(=O)N(CC(=O)NCCSc2ccccc2)c2ccc(C)cc2)cc1	3%	-1%	-3%	-21%	3	-18%	0%	1%	-40%[59 µM]
O=C(CN1CCN(CN2C(=O)NC3(CCCCCC3)C2=O)CC1)Nc1ccc(F)cc1	-8%	-5%	18%	-7%	-5	0%	0%	22%	8%[12.7 µM]
O=C(CSc1nnc2ccccn12)N1CCOCC1	-2%	0%	-2%	3%	3	0%	2%	43%[activator]	-4%[12.7 µM]
O=C(Nc1nccs1)c1ccc2ccccc2n1	-8%	-17%	-33%	-18%	1	2%	4%	-4%	-41%
O=C(NCCc1ccccc1)c1c[nH]c2ccc(F)cc2c1=O	-5%	.	-24%	-12%	3	32%[activator]	4%	18%	.
Cc1ccccc1C(=O)c1cccn1CC(=O)NCCCN1CCc2ccccc2C1	0%	.	26%	-25%	-4	121%[activator]	-4%	-16%	0%
COc1ccccc1NC(=O)C(=O)N/N=C/c1cccs1	-2%	-36%	-18%	-26%	-9	19%	5%	6%	-9%[59 µM]
CCc1nc(NCc2cccnc2)c2oc3ccccc3c2n1	-4%	-35%	24%	-33%	1	?	3%	23%	50µM*
COc1cc(Cl)c(NS(=O)(=O)c2cc(-c3cc(C)no3)ccc2OC)c(OC)c1	2%	?	23%	-33%	-1	-23%	1%	22%	2%[59 µM]
CCOc1ccc2nc3cc(NCc4ccc(OC)cc4)ccc3c(N)c2c1	-2%	?	-38%	?	-6	.	-13%	38%	35µM*
O=C(Nc1ccc(C(=O)OC[C@@H]2CCCN3CCCC[C@H]23)cc1)c1cccc(Br)c1	.	-6%	-39%	-17%	0	-9%	3%	12%	-12%[59 µM]
COc1ccc(OC)c(S(=O)(=O)NCCCc2ccccc2)c1	-7%	12%	-9%	-24%	-17	-7%	-1%	40%[activator]	.
C=CCOc1ccc(/C=C/C(=O)Nc2ccc(C(=O)NC)cc2)cc1	-7%	-8%	?	-8%	-6	-21%	-1%	11%	?
Cc1oc2c(C)c(O)ccc2c(=O)c1-c1nncn1-c1ccccc1	8%	-29%	-2%	2%	-1	1%	0%	38%[activator]	?
Cc1ccc(CSCC(=O)N(CCC(C)C)c2c(N)n(Cc3ccccc3)c(=O)[nH]c2=O)cc1	13%	6%	-5%	3%	7	?	-5%	30%	4%[0.501 µM]
